DRD3 antagonist: blocks the human D3 dopamine receptor | hit rate 2.5% among 360,000 | max response, negative = inhibition, % | P35462 | D3R cells, DiscoveRx beta-arrestin luminescence, antagonist mode; active compounds read low; in the data active = max response below about -50%; inconclusive = no clear call, values can overlap the other calls; note: % is set by controls: 0 for no effect and ±100 for the full control effect; mostly tested at two doses, the higher about 12 µM
Target sequence (P35462 whole entry, looked up): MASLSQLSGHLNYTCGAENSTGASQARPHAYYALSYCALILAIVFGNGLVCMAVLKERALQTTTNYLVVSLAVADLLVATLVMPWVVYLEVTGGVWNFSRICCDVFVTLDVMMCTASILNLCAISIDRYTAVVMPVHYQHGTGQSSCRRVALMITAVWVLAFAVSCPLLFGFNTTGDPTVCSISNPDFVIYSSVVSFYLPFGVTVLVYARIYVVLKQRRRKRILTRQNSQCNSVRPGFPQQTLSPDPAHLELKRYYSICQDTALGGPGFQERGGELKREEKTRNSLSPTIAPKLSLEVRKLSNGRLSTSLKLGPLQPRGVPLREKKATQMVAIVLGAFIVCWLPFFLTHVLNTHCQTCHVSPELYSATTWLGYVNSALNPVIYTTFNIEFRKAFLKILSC
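Cells plated overnight at 1500 cells/well, then exposed to library compounds with dopamine controls for 90 minutes at 37 degrees C. DiscoveRx reagent added for 30–60 minutes at room temperature; luminescence read, quantitative HTS format.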
Akt phos inh: inhibitors of Akt phosphorylation | hit rate 0.32% among 360,000 | Neuro2A IGF-stimulated pAkt S473 HTRF, 20 min; active compounds read low | AID 651550 | activity change, % for hits at 50 µM; in the data active = activity change below about -80%; inconclusive = mostly about -51% to -80%; note: % is set by controls: 0 for no effect and ±100 for the full control effect
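Neuro2A cells in DMEM with 0.5% FBS, overnight at 37 deg C, given compound at single 50 µM final, then IGF (6 nM final) for 20 min at 37 deg C. Lysed; phospho-Akt Ser473 by HTRF after 24 h, 665/615 ratio.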
aSyn yeast inh: alpha-synuclein toxicity inhibition in yeast; AID 652106; Yeast expressing alpha-synuclein, growth rescue, BacTiter-Glo, 24 h; Potency, µM (titrated, usually from 46.1 µM), without a hit: top-dose growth rescue (activation), actives largely listed as activators; hit rate 0.14% among 370,000; note: potency is the fitted concentration of half-maximal effect; % of control where 0% means no effect; nearly all actives have a fitted effect of over 65% in size
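Rescue of yeast growth: cells expressing toxic alpha-synuclein, induced in galactose at OD600 0.02, incubated with compound 24 h at 30 C. ATP luminescence quantified growth; inhibitors of toxicity appear as activators.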
Abeta yeast res: restores growth of yeast expressing A-beta42 peptide | Potency, µM (series often up to 46.1 µM), without a hit: top-dose growth rescue, usual class: activators | yeast expressing A-beta42, growth rescue, OD600, 48 h; response scale: 0% DMSO, 100% iron-clioquinol control | hit rate 0.063% among 410,000; note: potency is the fitted concentration of half-maximal effect; nearly all actives have a fitted effect of over 55% in size
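Yeast growth medium received pinned compounds, then yeast cells expressing toxic A-beta were added; plates incubated at 30 C for 48 hr. Growth read as absorbance at 600 nm, normalized to DMSO and equimolar FeCl3 plus clioquinol controls.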
PTHR1 agonist: PTHR1 (human) receptor agonism; AID 743266; Potency, µM (top dose mostly 115 µM), inactives show at the top dose activation, hits mostly activators; HEK293 GP2 PTHR1 cells, GloSensor cAMP luminescence, 1 h; hit rate 0.075% among 410,000; Q03431; note: potency is the fitted concentration of half-maximal effect; nearly all actives have a fitted effect of over 55% in size; some results filed as inactive show a strong effect at the top dose; inactives centre near -15; many of its hits are not listed in these tables
Target sequence (Q03431 whole entry, looked up): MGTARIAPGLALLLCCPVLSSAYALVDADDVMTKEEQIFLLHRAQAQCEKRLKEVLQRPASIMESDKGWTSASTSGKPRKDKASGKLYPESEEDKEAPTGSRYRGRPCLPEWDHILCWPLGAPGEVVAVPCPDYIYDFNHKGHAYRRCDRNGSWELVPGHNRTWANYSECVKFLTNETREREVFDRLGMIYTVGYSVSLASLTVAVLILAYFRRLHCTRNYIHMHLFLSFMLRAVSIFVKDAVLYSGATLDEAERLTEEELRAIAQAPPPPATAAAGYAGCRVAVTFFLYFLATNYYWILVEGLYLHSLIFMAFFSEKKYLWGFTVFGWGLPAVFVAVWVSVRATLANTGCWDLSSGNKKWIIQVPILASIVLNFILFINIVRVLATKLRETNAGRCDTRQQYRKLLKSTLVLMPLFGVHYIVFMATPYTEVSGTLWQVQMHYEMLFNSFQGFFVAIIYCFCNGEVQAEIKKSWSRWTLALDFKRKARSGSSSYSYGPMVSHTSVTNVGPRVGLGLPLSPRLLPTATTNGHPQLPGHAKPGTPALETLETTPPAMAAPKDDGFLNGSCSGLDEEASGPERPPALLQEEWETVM
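HEK-293-derived GP2 cells expressing PTHR1 and a GloSensor cAMP reporter, 3,000/well, plated overnight, given luciferin plus IBMX (each 0.5 mM as added) for 1 h at 37 °C, then compound for 1 h at 37 °C. Luminescence was read after 15 min at room temperature.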
TDP-43 yeast inh: inhibitors of TDP-43 toxicity in yeast. TDP-43 expressing yeast growth rescue, BacTiter-Glo, 24 h. Potency, µM (top dose mostly 46.1 µM), for the others: at the top dose growth rescue (activation), usual class: activators. hit rate 1.8% among 410,000. AID 652104; note: potency is the fitted concentration of half-maximal effect; % of control where 0% means no effect; nearly all actives have a fitted effect of over 50% in size
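Yeast cells expressing TDP-43 under galactose induction are exposed to compounds for 24 hr at 30 deg C. BacTiter-Glo luminescence measures growth, so protective compounds score as activators.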
FUS suppressor: suppressors of FUS proteinopathy in yeast; S. cerevisiae FUS-expressing, growth rescue, OD600, 24 h; Potency, µM (top dose mostly 76.6 µM), without a hit: top-dose growth rescue (activation), hits mostly activators; hit rate 0.24% among 390,000;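 note: potency is the fitted concentration of half-maximal effect; plate controls were DMSO vehicle for no effect and reference control for full effect; nearly all actives have a fitted effect of over 55% in size; some results filed as inactive show a strong effect at the top dose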
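Toxicity suppression screen in FUS-yeast. Cells induced with 2% galactose, starting OD 0.005, treated 24hr at 30C with compounds at multiple final concentrations; growth by OD600.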
GLP1R ag: activates the human GLP-1 receptor | P43220 | Potency, µM (doses to about 45.6 µM), inactives show at the highest dose activation, hits mostly activators | hit rate 0.007% among 380,000 | HEK293 GLP-1R CRE-luciferase, luminescence, 4-6 h; cells express a hypersensitive GLP-1R form; note: potency is the fitted concentration of half-maximal effect; % of control where 0% means no effect
GLP-1R inv ag: GLP-1 receptor (human) inverse agonism. P43220. HEK293 GLP-1R CRE-luciferase, luminescence, 24 h; GLP-1R form is constitutively active. Potency, µM (series often up to 38.3 µM), for the others: at the highest dose activity change, negative = inhibition, usual class: inhibitors. hit rate 1.6% among 410,000. AID 624417; note: potency is the fitted concentration of half-maximal effect; % is set by controls: 0 for no effect and ±100 for the full control effect; nearly all actives have a fitted effect of over 55% in size
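Seeding at 200 cells/uL, 12 h culture, 24 hr compound treatment, then luciferase reagent and a luminescence read; cells are HEK293 stably expressing a constitutively active GLP-1R plus cAMP-responsive luciferase.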
The depositor's hits bear a star; i = inactive; ? = inconclusive; nt = not tested or not shown; & = joins results of further samples; ! = not confirmed by another sample; [ ] = dose if it differs, or a comment. Unless noted, calls come from the whole dose curve; as a rule, active = well fitted curve in the direction sought with a large enough effect; inconclusive = small, poorly fitted or top-dose-only effect, or another doubt; inactive = no such curve, though single readings can be large; an effect the other way counts as inactive or inconclusive. This is a subset. The share of hits here may be higher or lower than overall.

SMILES,PTHR1 agonist,TDP-43 yeast inh,aSyn yeast inh,GLP1R ag,FUS suppressor,DRD3 antagonist,Abeta yeast res,Akt phos inh,GLP-1R inv ag
CCOc1ccc(N=Cc2ccc(N(C)C)cc2)c(O)c1,-26.4%,24.3%,-1.3%,2.6%,5.8%,-10.7,-10.7%,i,2.9%
Cn1c(=O)n(C)c(=O)n(CC(=O)N2CCCCC2)c1=O,-3.4%[57.5 µM],0.4%,-9.0%,-8.6%,16.6%,-18.3,-26.8%,i,9.3%
CCCCn1c(N)c(N(CC(C)C)C(=O)C2CCN(S(=O)(=O)c3ccc(C)c(C)c3)CC2)c(=O)[nH]c1=O,-1.2%,-9.1%,-2.5%,-2.3%,12.1%,-8.1,-7.7%,i,?
CCCCN(C(=O)C(C)Oc1ccc(Cl)cc1)c1c(N)n(CCCC)c(=O)[nH]c1=O (stereo unspecified),-1.3%,4.4%,-1.1%,16.8%,nt,-19.5,-13.9%,i,17.3%
Cn1c(N)c(C(=O)COC(=O)/C=C/c2ccc(OC(F)F)cc2)c(=O)n(C)c1=O,-3.9%,-2.3%,-1.5%,10.1%,-10.6%,3.2,-12.2%,i,10.1%
Cc1ccc(S(=O)(=O)N2CCC(N3CCN(Cc4ccccc4)C(=O)C3=O)CC2)cc1C,i,14.2%,nt,nt,3.3%,nt,-14.0%,nt,-8.7%
N#C/C(C(=O)NCc1ccccc1)=C1/N=C(NC(=O)c2ccco2)c2ccccc21,-14.2%,-14.9%[1.82 µM],0.1%,15.7%,1.4%,3.4,10.0%,i,-13.9%
C[C@H](CO)N1C[C@H](C)[C@@H](CN(C)C(=O)Nc2ccc3c(c2)OCO3)Oc2ccc(NS(=O)(=O)c3ccccc3)cc2C1=O,?,-11.7%,0.3%,8.7%,40.0%,-24.0,-12.1%,i,15.1%
COc1cc(C(=O)Oc2ccc(Br)cc2C(=S)N2CCOCC2)cc(OC)c1OC,i,12.1%,8.7%,14.2%,18.7%,16.7,-9.8%,i,8.9%
CN1CCN(CCNC(=O)Nc2ccccc2C(F)(F)F)CC1,-0.1%,14.4%,0.8%,-13.2%,-22.1%,8.1,20.3%,i,-4.3%
CC(=O)c1ccc(OC(=O)c2ccc(-n3nc(C)cc3C)cc2)cc1,-0.9%,?,-10.9%,-3.8%,2.9%,15.9,-11.3%,i,12.8%
CCOc1c2ccc(C(=O)NCCCCc3ccccc3)cc2nn1C,-6.0%,?,-2.9%,12.5%,11.2%,0.9,14.5%,i,-23.9%
O=C(COc1cccc(NC(=O)c2ccco2)c1)c1ccccc1,-4.4%,6.7%,-14.0%,7.6%,36.6%,-17.7,-18.5%,i,-8.2%
Cc1nn(CC(=O)NCC(C)c2ccccc2)c(=O)c2cc(-c3ccccc3)nn12 (stereo unspecified),-7.5%,6.5%,-0.4%,-0.4%,2.5%,13.1,-6.9%,i,?
O=C(O)c1ccc2c(c1)N(Cc1ccc(F)cc1)C(=O)c1ccccc1S2,-22.5%,4.3%,4.6%,-4.3%,25.8%,13.9,0.1%,i,-9.5%
CCOC(=O)CN1C(=O)N[C@@H](c2ccco2)C(C(=O)OC)=C1C,i,2.6%,2.7%,-0.4%,-8.0%,18.1,12.8%,i,2.3%
CCCS(=O)(=O)NC(=O)C1(C)CCN(C(=O)c2cc3ccccc3s2)C1 (stereo unspecified),-22.8%,10.3%,2.0%,-6.1%,3.4%,0.0,-9.2%,i,24.1%
Cc1ccc2cccc(Oc3nnnn3-c3ccccc3)c2n1,-7.0%[57.5 µM],?,19.0%,2.4%,14.5%,5.0,-20.9%,i,?
CCOC(=O)c1cccc(NC(=O)c2cc3sccc3n2C)c1,-6.1%[57.5 µM],0.0%,-1.0%,-14.5%,30.4%,39.5,10.2%,i,-2.4%
CCN(C(=O)c1nn(C)c2c1CSc1ccccc1-2)c1cccc(C)c1,-21.0%,2.3%,nt,nt,?,nt,-15.0%,nt,?
CCCNC(=O)COc1coc(CN2CCN(c3cccc(Cl)c3)CC2)cc1=O,-2.0%,-13.2%,-1.5%,-3.2%,1.3%,0.5,11.7%,i,-8.8%
CCOC(=O)CSC1=Nc2ccccc2C2=NC(CC(=O)NCc3ccccc3)C(=O)N12 (stereo unspecified),i,3.7%,0.6%,-6.0%,8.9%,-7.0,9.3%,i,-1.1%
COc1ccc(C(CC(=O)O)NC(C)=O)cc1OC (stereo unspecified),i,-1.0%,-2.5%,7.4%,-11.8%,-6.6,-1.0%,i,-2.1%
CC1(C(=O)NS(=O)(=O)Cc2ccccc2C(F)(F)F)CCN1C(=O)c1cccc(F)c1 (stereo unspecified),i,28.2%,-3.6%,-7.0%,3.6%,30.3,4.7%,i,-5.4%

Three compounds already listed, sorted by SMILES length, highest first.
SMILES,PTHR1 agonist,TDP-43 yeast inh,aSyn yeast inh,GLP1R ag,FUS suppressor,DRD3 antagonist,Abeta yeast res,Akt phos inh,GLP-1R inv ag
Cc1nn(CC(=O)NCC(C)c2ccccc2)c(=O)c2cc(-c3ccccc3)nn12 (stereo unspecified),-7.5%,6.5%,-0.4%,-0.4%,2.5%,13.1,-6.9%,i,?
CCCS(=O)(=O)NC(=O)C1(C)CCN(C(=O)c2cc3ccccc3s2)C1 (stereo unspecified),-22.8%,10.3%,2.0%,-6.1%,3.4%,0.0,-9.2%,i,24.1%
O=C(O)c1ccc2c(c1)N(Cc1ccc(F)cc1)C(=O)c1ccccc1S2,-22.5%,4.3%,4.6%,-4.3%,25.8%,13.9,0.1%,i,-9.5%

(more compounds)
SMILES,PTHR1 agonist,TDP-43 yeast inh,aSyn yeast inh,GLP1R ag,FUS suppressor,DRD3 antagonist,Abeta yeast res,Akt phos inh,GLP-1R inv ag
CCOC(=O)[C@]12CCC=C1N(Cc1ccco1)C(=O)[C@H](CC(=O)NCCCOC)C2,-6.5%,0.0%,-1.3%,0.7%,20.1%,29.3,0.9%,i,7.5%
Cc1csc(NC(=O)CSc2nncs2)n1,-21.4%,2.3%,-1.2%,2.5%,-5.5%,-14.9,-19.3%,i,16.9%
CC(=O)Nc1sc2c(c1C(c1ccncc1)N1CCOCC1)CCCC2 (stereo unspecified),i,8.7%,0.7%,0.5%,5.2%,8.7,2.9%,i,-8.1%
CCOC(=O)c1cn(CC)c2cc(N3CCSCC3)c(F)cc2c1=O,i,-1.4%,-4.7%,1.2%,2.4%,-18.6,-12.9%,i,1.7%
Cc1ccc(Oc2nc3c(c(=O)n(C)c(=O)n3C)n2C)cc1C,-59.5%[inhibitor],-2.3%,-7.7%,-3.4%,-0.2%,1.2,-20.2%,i,5.1%
COc1ccc(N(CC(=O)N/N=C/c2cccc(OC)c2OC)S(=O)(=O)c2ccccc2)cc1,i,17.8%,-2.7%,3.4%,11.1%,14.0,-27.9%,i,-28.4%
CCCC(=O)N1CCC1(C)C(=O)Nc1ccccc1-c1ccccc1 (stereo unspecified),i,18.5%,1.0%,-2.1%,-8.2%,-6.1,-2.6%,i,20.7%
CN(C)S(=O)(=O)c1ccc2c(c1)c(=O)c(C(=O)N1CCOCC1)cn2C,2.1%,-1.9%,0.4%,-5.0%,-9.3%,-15.9,-10.0%,i,0.8%
C#CCOCCOCCOCCNc1nc(N2CCN(C(=O)[C@H](CCCCN)n3cc(CC(C)O)nn3)CC2)nc(N2CCN(C(=O)[C@H](Cc3ccc(O)cc3)n3cc(CCO)nn3)CC2)n1 (stereo partly specified),-27.4%,-0.2%,0.4%,4.3%,-0.3%,-2.1,8.4%,i,-5.2%
O=C(CSc1nnnn1CCCO)Nc1ccc2c(c1)OCO2,-34.2%[inhibitor],0.0%,-3.2%,4.3%,27.2%,-18.7,-11.4%,i,23.2%
CCN1CCN(c2nc(Nc3ccc(NC(C)=O)cc3)nc(Nc3ccc(NC(C)=O)cc3)n2)CC1,i,?,25.8%,13.8%,3.3%,6.5,?,i,31.7%
CCc1ccc(NC(=O)CC2C(=O)N(c3ccc(C)cc3)C(=O)N2CCc2ccncc2)cc1 (stereo unspecified),-12.7%&9.8%,-12.5%[0.397 µM],-0.8%,12.4%&-1.4%,15.5%&-10.6%,6.0,-1.6%&-7.5%,i,?
CCc1nn(CCCC(=O)NCc2ccc(OC(C)C)cc2)c(=O)c2cc3occc3n12,-84.1%[inhibitor],7.0%&8.6%,-3.4%,0.3%,31.6µM*!,0.5,-0.2%&-1.2%,i,-1.3%&-11.9%
O=c1oc2cccnc2n1CCS(=O)(=O)c1ccc(F)cc1,i,-27.3%,0.0%,0.1%,14.4%,-0.7,-30.4%,i,-20.5%
O=C(NC1CCCC1)c1ccc(CSc2nc3cccnc3n2Cc2ccccc2)cc1,i,4.0%,nt,nt,-11.0%,nt,-0.4%,nt,9.7%
O=C(CCNS(=O)(=O)c1cccc2nsnc12)NC1CCN(Cc2ccccc2)CC1,i,-3.9%,-3.8%,-8.9%,6.8%,-19.3,-0.5%,i,-20.8%
Cc1nc(-c2ccc(S(=O)(=O)Nc3cccc(S(N)(=O)=O)c3)s2)cs1,-15.8%,-20.6%,-2.8%,0.3%,19.9%,-16.0,3.0%,i,9.6%
CCc1cccc(NC(=O)CCCn2c(=O)[nH]c3ccsc3c2=O)c1,i,-5.3%,-3.7%,12.4%,11.7%,-21.5,5.5%,i,1.0%
Cc1occc1C(=O)NNC(=O)C1CCCCC1,-16.9%,7.7%,-3.0%,-3.7%,nt,6.2,-9.8%,i,6.8%

Bioassay records as filed in PubChem BioAssay.
